# From PubChem BioAssay
# MEKK2wt PB1 HTS = raises or lowers MEK5 binding to wildtype human MEKK2 PB1 domain; Q9Y2U5; bead flow cytometry, Alexa488-MEK5 binding to MEKK2 WT; actives lie on both sides; binding response (% of control), % at 10 µM; 290,000 tested, 1.1% active; AID 1531; in the data active means binding response below about 67% or above about 130%
# PfM18AAP inh = PfM18AAP enzyme inhibition. recombinant PfM18AAP, H-Glu-NHMec fluorogenic cleavage. inhibition, % at 7.35 µM. 290,000 tested, 1.2% active. AID 1822;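 active means inhibition above the campaign mean inhibition over all tested compounds plus 3 SD, cut at about 28% in these data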;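 further: 0% = plate median of test compound wells and 100% = 2 mM ZnCl2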
# GPR7 antag = blocks human GPR7 receptor signaling; GPR7-expressing cells, fluorescence antagonist assay; P48145; 290,000 tested, 1.1% active; inhibition, % at 4.4 µM; AID 1861; in the data active means inhibition above about 16%, passing the limit was not always enough;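 further: cells stimulated with the agonist NPW; 0% = agonist with vehicle and 100% = vehicle without agonist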
# Target sequence (P48145 whole entry, looked up): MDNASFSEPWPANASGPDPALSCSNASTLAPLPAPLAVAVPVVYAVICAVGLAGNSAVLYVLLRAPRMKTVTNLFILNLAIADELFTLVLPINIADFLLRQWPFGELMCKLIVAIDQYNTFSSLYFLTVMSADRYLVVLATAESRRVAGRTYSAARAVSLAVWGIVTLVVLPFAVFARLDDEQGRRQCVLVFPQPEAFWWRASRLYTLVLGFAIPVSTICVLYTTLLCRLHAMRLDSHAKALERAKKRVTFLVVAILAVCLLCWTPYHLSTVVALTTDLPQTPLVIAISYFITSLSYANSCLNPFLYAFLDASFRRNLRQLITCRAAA
# V1aR counter = counter-screen for oxytocin receptor agonists: human V1a receptor agonists; 320,000 tested, 0.25% active; P37288; CHO-V1R cells, Fluo-8 calcium fluorescence, agonist mode; 0% DMSO, 100% 3 nM vasopressin; activation, % at 3 µM; AID 2797;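 active means activation above the mean activation of all tested compounds plus 3 SD, per screening run, cut at about 20% in these data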;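 further: signal is peak over basal fluorescence ratio across a 100 second FLIPR read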
# Target sequence (P37288 whole entry, looked up): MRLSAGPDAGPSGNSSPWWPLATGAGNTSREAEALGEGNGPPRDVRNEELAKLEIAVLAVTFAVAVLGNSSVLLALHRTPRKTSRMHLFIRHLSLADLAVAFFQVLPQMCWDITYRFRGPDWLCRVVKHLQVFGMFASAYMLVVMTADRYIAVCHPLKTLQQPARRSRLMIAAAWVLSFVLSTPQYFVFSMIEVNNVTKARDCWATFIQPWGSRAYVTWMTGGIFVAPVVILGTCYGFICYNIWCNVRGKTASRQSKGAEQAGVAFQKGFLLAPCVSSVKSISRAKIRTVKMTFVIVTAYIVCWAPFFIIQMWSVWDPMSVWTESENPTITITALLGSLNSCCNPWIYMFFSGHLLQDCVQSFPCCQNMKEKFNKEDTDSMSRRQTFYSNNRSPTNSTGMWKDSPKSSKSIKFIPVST
# OXTR potentiate = human OXTR potentiation. 320,000 tested, 0.061% active. CHO-OTR cells, Fluo-8 calcium fluorescence, potentiator mode; 0% = oxytocin EC15, 100% = EC100. P30559. activation, % at 3 µM;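 active means activation above that plate's cutoff, the mean activation of tested compounds plus 3 SD, cut at about 6.6% in these data, passing the limit was not always enough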;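 further: 100% uses oxytocin at 75 nM as the full agonist control; some results filed as inactive read as strong as hits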
#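 Dosing: Single dose, 3.0 µM nominal final compound concentration | Material: Human OTR in CHO cells | Technique: Kinetic Fluo-8 calcium fluorescence | Benchmarks: EC15 oxytocin alone as 0%, 75 nM oxytocin as 100% | Probe or stimulus: Oxytocin at about EC15, sub-maximal agonist stimulus | Incubation: Compound 6 min at room temperature before oxytocin, 100 s read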
# GalR3 antagonist = blocks the human galanin receptor 3. HEK293 GalR3-CNG cAMP membrane potential fluorescence; galR3 body fused to GalR1 C-terminus. inhibition, % at 3 µM. 360,000 tested, 0.44% active. AID 651719;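 active means inhibition above the screen-wide average plus 3 SD, cut at about 13% in these data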;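 further: forskolin and galanin both at EC90 stimulate the cells; cAMP rise reported by CNG channel membrane potential dye signal; 0% = forskolin plus galanin with DMSO and 100% = forskolin alone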
# Target sequence (O60755 1-299 limits assumed): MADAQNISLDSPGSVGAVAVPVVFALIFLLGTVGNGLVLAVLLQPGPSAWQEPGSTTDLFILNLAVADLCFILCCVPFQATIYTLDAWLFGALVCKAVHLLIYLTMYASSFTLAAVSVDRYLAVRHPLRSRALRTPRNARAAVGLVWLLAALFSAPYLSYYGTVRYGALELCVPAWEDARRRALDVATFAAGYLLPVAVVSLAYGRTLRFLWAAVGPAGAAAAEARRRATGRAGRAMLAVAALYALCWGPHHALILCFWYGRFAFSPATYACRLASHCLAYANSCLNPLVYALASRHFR
# OXTR agonist = agonists of human oxytocin receptor; P30559; CHO-OTR cells, Fluo-8 calcium fluorescence; normalized: DMSO 0%, oxytocin 100%; activation, % at 3 µM; 320,000 tested, 0.32% active; AID 2435;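 active means activation above the mean of all tested compounds plus 3 SD, cutoff set per screening run, cut at about 20% in these data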;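 further: peak over basal fluorescence ratio from a 100 s FLIPR kinetic read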
# MEKK2mut PB1 HTS = signal of MEK5 binding to mutant human MEKK2 PB1 domain; bead flow cytometry, Alexa488-MEK5 binding to MEKK2 mutant; percent response, % at 10 µM; 290,000 tested, 0.35% active; AID 1530; in the data active means percent response above about 24%, passing the limit was not always enough; further: inactives centre near 1; some results filed as inactive read as strong as hits
# NALP1 yeast inh = blocks the NALP1 inflammasome reconstituted in yeast. 280,000 tested, 0.61% active. S. cerevisiae NALP1/ASC/caspase-1 growth, X-gal OD620, 72 h. inhibition, % at 10 µM; in the data active means inhibition mostly above about 24%, no sharp cut-off; inactive means mostly below about 32%; further: some compounds called inactive have numbers as strong as hits
# * = called active by the depositor; . = not tested or not shown.
entry	Structure	NALP1 yeast inh	MEKK2mut PB1 HTS	GPR7 antag	OXTR potentiate	V1aR counter	PfM18AAP inh	OXTR agonist	GalR3 antagonist	MEKK2wt PB1 HTS
1	Cc1cc(F)ccc1S(=O)(=O)N1CCC2(CC1)OCCN2S(=O)(=O)c1cccs1	.	.	.	-10.4	4.0	.	3.6	2.6	.
2	O=C(CN1CCCCCC1)NCC1CCCO1 (stereo unspecified)	-3.3	-5.0	3.5	-2.4	0.7	-1.1	1.8	-7.0	90.0
3	Cc1ccc(-c2nn3c(C)nnc3s2)cc1NC(=O)c1ccc(-c2ccc(Cl)cc2Cl)o1	5.0	3.0	-7.1	-7.9	-1.6	-8.0	-1.6	-6.6	100.0
4	CC1CCC(C(=O)NNC(=O)c2cc(-c3ccco3)[nH]n2)CC1 (stereo unspecified)	-3.2	-4.0	-0.9	-5.8	-0.7	8.2	0.3	0.9	99.0
5	O=C(NC12CC3CC(CC(C3)C1)C2)c1cncc(Br)c1	23.4	-2.0	-9.4	-6.7	-0.7	-2.3	-2.0	-10.2	103.0
6	CC(C(=O)NC1C=CS(=O)(=O)C1)N1C(=O)/C(=C\c2ccccc2)SC1=S (stereo unspecified)	7.3	-7.0	0.1	-21.8	4.8	22.7	1.8	6.8	103.0
7	O=C(Cn1c(=O)oc2cc(S(=O)(=O)N3CCCC3)ccc21)NCc1ccc(F)cc1	-2.2	2.0	-6.2	-10.2	11.3	-3.6	9.4	0.0	106.0
8	COc1cccc(NC(=O)COC(=O)c2ccc3ccccc3n2)c1	.	.	.	-8.9	0.1	.	-0.2	-3.4	.
9	CN1CCN(C(=O)C2=C[C@H](c3ccc4c(c3)OCO4)C[C@H](OCCCCO)O2)CC1	.	-2.0	.	-10.6	-0.8	.	0.5	-2.7	99.0
10	O=C(CN1C(=O)C2CC=CCC2C1=O)Nc1ccc(S(=O)(=O)NC2=NCCCCC2)cc1 (stereo unspecified)	-11.9	1.0	-3.9	-1.7	0.3	1.8	1.0	-4.8	100.0
11	COc1ccc(NC2CCCN(C(=O)c3ccccc3C(F)(F)F)C2)cc1 (stereo unspecified)	-0.9	2.0	-9.1	-10.1	0.0	1.0	0.2	-3.7	100.0
12	CCCCOc1ccc(C2C3CN(C(=O)OCC)CC=C3C(C#N)=C(N)C2(C#N)C#N)cc1OC (stereo unspecified)	1.8	-7.0	1.4	-6.6	-0.7	5.5	-1.4	-3.0	91.0
13	COc1ccc(COC(=O)C2CCN(S(=O)(=O)c3ccc(C)cc3)CC2)cc1	.	.	.	-1.7	0.2	.	0.6	-4.5	.
14	Cc1ccc(NS(=O)(=O)c2cc(NC(=O)c3cc(=O)[nH]c(=O)[nH]3)ccc2Cl)c(C)c1	.	3.0	-11.9	2.2	0.7	7.1	0.8	-3.8	105.0
15	Cc1noc(C)c1C(=O)N1CCc2ccccc2C1	.	5.0	-15.2	1.5	0.4	2.3	1.6	-2.5	103.0
16	O=C(NCCC(c1ccccc1)c1ccccc1)c1cccs1	28.1	0.0	-3.0	-7.2	1.3	-5.0	-0.1	2.0	98.0
17	COC(=O)c1cc(C)nc2c1C(=O)C(=O)C=C2N1CCOCC1	-3.4	3.0	-25.4	-13.5	0.1	5.5	1.5	-13.6	94.0
18	NC1=NC(=O)/C(=C/c2cccs2)S1	10.2	7.0	1.2	3.0	0.6	-6.8	0.8	-5.0	101.0
19	COCCN(C(=O)COC(=O)/C=C/c1ccc(OC)c(OC)c1)c1c(N)n(Cc2ccccc2)c(=O)[nH]c1=O	.	.	.	6.2	0.6	.	0.4	-2.7	.
20	CN(C)c1ccc(C(=O)c2ccc(O)cc2O)cc1	13.0	5.0	0.8	-15.5	5.4	6.1	6.1	-0.8	114.0
21	COc1ccccc1OCCC(=O)O	-19.9	-3.0	-12.9	-6.1	0.7	-12.4	0.4	-6.3	100.0
22	CCOC(=O)N1CCN(C(=O)COC(=O)c2ccc(O)cc2O)CC1	-2.3	0.0	8.5	-0.3	1.2	-3.6	1.5	-3.5	104.0
23	S=C(NNC(=S)Nc1ccccc1)Nc1ccccc1	-12.8	14.0	-7.1	-5.9	-0.3	50.1*	-1.5	-7.7	113.0
24	COc1cccc2[nH]c3c(N4CCC(C)CC4)ncnc3c12	16.8	-7.0	4.4	-2.8	3.1	0.5	3.0	85.9*	104.0

# Some values from the list.
# `O=C(CN1CCCCCC1)NCC1CCCO1` (stereo unspecified) @ MEKK2mut PB1 HTS = -5.0
# `O=C(NCCC(c1ccccc1)c1ccccc1)c1cccs1` @ V1aR counter = 1.3

# The listing continues.
entry	Structure	NALP1 yeast inh	MEKK2mut PB1 HTS	GPR7 antag	OXTR potentiate	V1aR counter	PfM18AAP inh	OXTR agonist	GalR3 antagonist	MEKK2wt PB1 HTS
25	CC(C)c1cc(-c2cc(C(=O)Nc3ccccc3)on2)nc(NCC2CC2)n1	.	1.0	.	-12.4	1.5	.	-1.1	.	103.0
26	CN(CC(=O)NCc1ccc(F)cc1)S(=O)(=O)c1cccc2nsnc12	-5.9	-5.0	-2.4	-16.0	-0.3	-7.6	-1.1	-3.4	97.0
27	O=C(Nc1nc2cc3c(cc2s1)OCCO3)c1ccc(N2C(=O)CCC2=O)cc1	.	-1.0	-4.3	-2.5	1.3	-1.4	-0.2	-3.2	96.0
28	CC(=O)C1=C(c2ccccc2)NC(=O)NC1c1ccccc1OCC(=O)NCc1ccccc1 (stereo unspecified)	-4.6	4.0	3.7	4.4	-0.7	-2.8	-0.6	-3.8	99.0
29	Cc1ccc(C2=CC(c3ccccc3)n3ncnc3N2)c(C)c1 (stereo unspecified)	.	0.0	.	-0.7	-0.9	.	-0.3	-5.7	97.0
30	CCC1CCCCN1C(=O)COc1ccc2c(c1)OCO2 (stereo unspecified)	1.0	3.0	2.7	-10.5	-0.5	-1.9	0.4	-0.2	100.0
31	CCN1CCN(CC(=O)Nc2nc3ccccc3s2)CC1	12.7	2.0	7.7	-9.4	1.7	-0.4	0.7	-11.7	104.0
32	O=C(NCc1cccnc1)Nc1ccccc1F	8.0	2.0	-8.2	-9.0	-0.6	-10.9	0.0	0.4	102.0
33	COc1ccc2c(c1)c(=O)oc1c(C)c(OCc3ccc(C(=O)O)cc3)ccc12	9.2	5.0	-6.7	2.9	1.1	-8.0	1.0	.	103.0
34	CCOCCCN(C)C1CCN(C(=O)c2oc3ccccc3c2NC(=O)c2cccc([N+](=O)[O-])c2)CC1	22.8	2.0	-2.3	-10.3	4.3	-12.4	5.0	-8.7	107.0
35	Cc1ccc(N=Cc2ccc(N(C)C)cc2)cc1C	2.2	-11.0	-12.7	0.3	-0.1	-9.3	1.9	-5.8	93.0
36	CCOc1ccc(S(=O)(=O)NCCC(=O)N2CCCN(C)CC2)cc1	5.7	9.0	-4.5	-3.9	0.8	1.1	-0.1	0.0	108.0
37	COc1ccccc1NC(=O)N1CCN(c2cccc(C(F)(F)F)c2)CC1	0.9	-3.0	-7.1	-2.2	0.9	4.5	0.1	-5.0	95.0
38	COCCCC1CCN(C(=O)c2cc(COc3cc(C)ccc3C)on2)CC1	3.6	-4.0	-7.9	-20.4	0.4	-3.1	-0.5	-7.2	99.0
39	CC(C)(C)C(=O)Oc1ccc2cc(-c3ccc4ccccc4n3)c(=O)oc2c1	12.5	-1.0	1.9	-3.2	1.8	0.7	0.4	-5.0	90.0
40	OC(COc1ccccc1)CN1CCN(c2ncccn2)CC1 (stereo unspecified)	-2.5	-4.0	-2.7	0.3	-0.1	2.7	0.0	-4.8	95.0
41	COc1ccc(-c2nnc(NC(=O)CSc3ccccc3)s2)cc1OC	15.9	0.0	-3.3	-3.1	0.2	0.1	-0.8	-4.8	94.0
42	O=C(O)c1ccc(Cl)c(S(=O)(=O)NCC2CCCO2)c1 (stereo unspecified)	-3.2	-2.0	-21.9	-8.9	0.5	3.7	1.1	3.2	99.0
43	Cc1onc(-c2c(Cl)cccc2Cl)c1C(=O)c1c[nH]c(C(=O)NCCCN2CCOCC2)c1	-1.8	-3.0	-2.0	-1.3	-0.3	4.7	0.8	-3.7	111.0
44	COc1ccc(N(C)S(=O)(=O)c2ccc3c(c2)oc(=O)n3C)cc1	16.2	-6.0	-5.6	-10.2	2.1	-0.1	0.8	-4.4	93.0
45	Cc1ccc(C)c(NC(=O)CSc2nc(C)cc(C)c2C#N)c1	-2.8	4.0	-5.8	-3.2	0.7	0.4	1.2	-5.4	102.0
46	CCN(C[C@H]1N[C@@](Cc2ccccc2)(C(=O)OC)[C@H]2C(=O)N(C)C(=O)[C@@H]12)C(=O)Nc1ccc(F)cc1	.	.	.	-0.8	0.2	.	-0.5	-4.4	.
47	CCn1c(CCc2ccccc2)nc2ccccc21	22.4	8.0	-15.4	.	.	-8.2	.	-8.9	105.0
48	Cc1cccc(OCCc2c(C)[nH]c(=S)[nH]c2=O)c1	17.9	2.0	-15.6	-1.4	0.2	8.5	-1.0	-2.1	103.0

# 5 compounds out of the list above, arranged by the value under MEKK2wt PB1 HTS, high to low.
cpd	compound	MEKK2wt PB1 HTS
47	CCn1c(CCc2ccccc2)nc2ccccc21	105.0
48	Cc1cccc(OCCc2c(C)[nH]c(=S)[nH]c2=O)c1	103.0
45	Cc1ccc(C)c(NC(=O)CSc2nc(C)cc(C)c2C#N)c1	102.0
38	COCCCC1CCN(C(=O)c2cc(COc3cc(C)ccc3C)on2)CC1	99.0
40	OC(COc1ccccc1)CN1CCN(c2ncccn2)CC1 (stereo unspecified)	95.0

# Later entries
entry	Structure	NALP1 yeast inh	MEKK2mut PB1 HTS	GPR7 antag	OXTR potentiate	V1aR counter	PfM18AAP inh	OXTR agonist	GalR3 antagonist	MEKK2wt PB1 HTS
49	COc1cc2oc(=O)ccc2cc1[C@H](O)[C@@H](O)C(C)(C)O	.	.	.	1.6	0.5	.	0.5	-5.1	.
50	COc1ccccc1NC(=O)CSCC(N)=O	4.7	13.0	-0.3	-1.1	2.7	-1.4	-0.7	-3.4	114.0
51	COc1ccc(OCCCC(=O)ON=C(N)c2ccccc2Cl)cc1	.	.	.	-7.5	0.1	.	-2.0	-6.3	.
52	Cc1cc(C(=O)COc2ccc(Br)cc2F)c(C)n1C1CC1	.	.	.	-4.0	-1.4	.	-1.0	-7.5	.
53	CCN(CC)C(=O)CSc1nnc(CNc2ccc(F)cc2)n1Cc1ccco1	8.9	3.0	7.5	-12.7	0.7	-3.8	1.8	-0.2	104.0
54	O=C(CSc1ncn[nH]1)c1ccc2c(c1)OCCO2	-0.6	-7.0	-1.6	-0.5	-0.1	15.9	1.2	1.4	87.0
55	O=C(Cn1nnc2ccccc2c1=O)NCc1ccc(Cl)cc1	-5.0	-5.0	-2.7	-9.4	-0.2	0.7	-0.4	8.2	98.0
56	CCc1ccc(C(=O)Nc2cc3c(cc2Cl)OCCCO3)cc1	-10.1	-8.0	-7.0	-10.8	-1.2	-13.6	-1.6	-1.1	96.0
